Assay outcomes as filed in PubChem.
STAT1 blocker: inhibitors of IFN-gamma induced STAT1 signaling | NIH 3T3 STAT1-luciferase reporter, luminescence | inhibition, % at 5.5 µM | 0.35% of 200,000 active | AID 920;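 active means inhibition above a set limit, the mean inhibition across all tested compounds plus 3 SD, cut at about 34% in these data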;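 further: 0% = IFN-gamma with DMSO and 100% = IFN-gamma with 300 µM nifuroxazide; values of inactives mirror those of a sister screen read the other way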
NF-kB expr up: NF-kB expression increase, human neuronal cells. 1.6% of 190,000 active. NF-kB reporter expression; active compounds read high. AID 1239. fold change at 12.5 µM; in the data active means fold change above about 3.3
RAM inhibit: yeast RAM network inhibition; S. cerevisiae dse1pr::URA3 reporter, 5-FOA growth OD615, 2 d; analog-sensitive cbk1-as2 kinase mutant strain; inhibition, % at 50 µM; 1.8% of 190,000 active; AID 868;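 active means inhibition above a set limit, 3 SD over mean compound inhibition, cut at about 8.4% in these data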;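 further: 0% = DMSO-only wells with no growth and 100% = 10 µM 1-NA-PP1 full growth; inhibition rescues growth on 5-FOA so higher OD means more RAM inhibition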
FLuc inh counter: inhibits firefly luciferase, flagging false hits in luciferase inhibition screens; ATPLite firefly luciferase biochemical luminescence, 10 min; 1.5% of 200,000 active; inhibition, % at 10 µM; AID 1006; P08659;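 active means inhibition above about 50% when tested at 10 µM, limit read from the data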
Target sequence (P08659 whole entry, looked up): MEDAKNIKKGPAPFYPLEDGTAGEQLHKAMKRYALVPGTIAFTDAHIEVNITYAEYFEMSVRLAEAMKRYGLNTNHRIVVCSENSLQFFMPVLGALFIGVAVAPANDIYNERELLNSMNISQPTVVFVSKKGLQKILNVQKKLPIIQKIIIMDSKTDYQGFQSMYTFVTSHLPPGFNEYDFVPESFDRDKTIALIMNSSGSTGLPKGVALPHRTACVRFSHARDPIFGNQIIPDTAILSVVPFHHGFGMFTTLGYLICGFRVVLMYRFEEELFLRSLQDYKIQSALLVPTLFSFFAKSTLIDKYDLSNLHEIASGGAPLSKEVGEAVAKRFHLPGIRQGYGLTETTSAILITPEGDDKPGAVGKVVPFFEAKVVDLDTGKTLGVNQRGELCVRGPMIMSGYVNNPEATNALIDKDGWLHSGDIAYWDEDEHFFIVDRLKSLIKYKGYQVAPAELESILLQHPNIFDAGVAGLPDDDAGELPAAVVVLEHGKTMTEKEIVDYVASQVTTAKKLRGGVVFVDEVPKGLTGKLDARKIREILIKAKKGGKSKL
Hsp70 act: switches on Hsp70 transcription; AID 1203; activation, % at 10 µM; 0.04% of 200,000 active; HeLa Hsp70 promoter luciferase reporter, luminescence; scaled: vehicle 0, proteasome-inhibitor control 100%;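 active means activation above the mean across all tested compounds plus 3 SD, cutoff set per campaign, cut at about 5.5% in these data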;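 further: 100% = MG132 at 30 µM as the positive control and 0% = DMSO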
STAT1 act: activators of IFN-gamma induced STAT1 signaling. NIH 3T3 STAT1-luciferase reporter, luminescence; 100% = IFN-gamma alone, no compound. activation (% of control), % at 5.5 µM. 2.6% of 200,000 active;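 active means activation above the screen-wide mean activation plus 3 SD, cut at about 130% in these data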;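 further: raw ratio to IFN-gamma control signal so 100% means no change and 0% no light; values of inactives mirror those of a sister screen read the other way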
STAT3 activator: increases IL-6 driven STAT3 reporter signal; AID 871; 0.91% of 190,000 active; activation (% of control), % at 5.6 µM; U3A cells, IL-6 STAT3-luciferase reporter, luminescence; 100% = signal with IL-6 EC80 alone;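 active means activation above the screen-wide mean of compound activation plus 3 SD, cut at about 130% in these data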;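 further: 0% = background luminescence of wells with medium and substrate only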
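Assay system – human STAT1-deficient U3A cells with stable STAT3-luciferase reporter · Also added – IL-6 (33 ng/mL) · Schedule – compound 1 h, then IL-6 6 h at 37 °C · Technique – reporter luminescence signal · Evaluation – % activation versus median of IL-6-stimulated wells · Benchmarks – IL-6-only wells as 100% reference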
APP transl inh: APP translation inhibition; SH-SY5Y APP 5'UTR-luciferase reporter, luminescence; inhibition, % at 2 µM; 0.82% of 190,000 active;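 active means inhibition above a set limit, derived from the sample mean plus 3 SD, cut at about 45% in these data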; further: values of inactives mirror those of a sister screen read the other way
STAT3 blocker: reduces IL-6 driven STAT3 reporter signal | U3A cells, IL-6 STAT3-luciferase reporter, luminescence; host cell line lacks STAT1 | inhibition, % at 5.5 µM | 0.89% of 190,000 active;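 active means inhibition above the mean inhibition across all screened compounds plus 3 SD, cut at about 44% in these data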;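 further: 0% = DMSO only wells and 100% = 100 µM nifuroxazide control wells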
APP 5'UTR act: activates APP 5'UTR luciferase reporter | SH-SY5Y APP 5'UTR luciferase reporter, luminescence; zero percent = DMSO vehicle wells | activation, % at 2 µM | 1% of 190,000 active | AID 1276;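 active means activation above a set limit, based on mean plus 3 SD of controls, cut at about 140% in these data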; further: values of inactives mirror those of a sister screen read the other way
Active calls of the source: *; / = no result given. Random draw from the library, and some 7.7% of all compounds hit somewhere here.

SMILES | STAT1 blocker | NF-kB expr up | RAM inhibit | FLuc inh counter | Hsp70 act | STAT1 act | STAT3 activator | APP transl inh | STAT3 blocker | APP 5'UTR act
COc1ccc(N2CCN(C(=O)CCN3C(=O)c4ccccc4S3(=O)=O)CC2)cc1 | 5 | 1 | -0.2 | -8 | -0.3 | 96 | 102 | 6 | 3 | -6
COCCN(CCOC)C(=O)CCn1c(=O)oc2ccccc21 | -1 | 0.98 | 2.7 | -5 | -0.2 | 101 | 101 | -5 | 1 | 5
Cc1nn(Cc2ccccc2Cl)c(Cl)c1C(=O)NCCc1ccccc1 | -82 | 3.5* | 4.4 | 22 | -0.1 | 173* | 105 | / | -5 | /
N#C/C(=N\Nc1cccc([N+](=O)[O-])c1)C(=O)c1ccc(Br)cc1 | 69* | 0.49 | 7.1 | 0 | -0.3 | 35 | 72 | 7 | 38 | -7
Cc1cc(C)nc(NS(=O)(=O)c2ccc(NC(=O)C3(c4ccc([N+](=O)[O-])cc4)CCCC3)cc2)n1 | -5 | 0.99 | 1.0 | -4 | -0.3 | 105 | 93 | -10 | 13 | 10
Brc1cc2c(cc1Br)OCCOCCOCCOCCO2 | 6 | 0.9 | -0.7 | 8 | 0.2 | 96 | 105 | 23 | -1 | -23
CN(C)C(=S)NC(=O)c1cccc(Cl)c1 | -6 | 1.2 | 0.9 | -3 | -0.6 | 103 | 94 | -32 | 12 | 32
O=C(c1ccco1)N(Cc1cc2ccccc2[nH]c1=O)C1CCCCC1 | 1 | 1.3 | 2.2 | -6 | 0.0 | 99 | 106 | -14 | -2 | 14
COCCn1c(C)cc(C(=O)COC(=O)c2ccc[nH]c2=O)c1C | 28 | 0.29 | 1.7 | 84* | -0.2 | 75 | 59 | 2 | 48* | -1
CCc1ccc(OCC(=O)NNC(=O)c2cc3ccccc3o2)cc1 | -1 | 1.1 | 5.8 | 0 | -0.4 | 99 | 101 | 4 | 2 | -4
COc1ccc(-n2nnnc2SCC(=O)c2ccc(O)c(O)c2)cc1 | -5 | 1.4 | 3.4 | -7 | 0.3 | 104 | 102 | -2 | 2 | 2
O=C(Nc1ccn(Cc2ccccc2)n1)c1n[nH]c([N+](=O)[O-])c1Cl | -24 | 3.8* | 4.0 | 83* | -0.5 | 121 | 57 | -129 | 54* | 129
COCCNC(=S)N1CCc2cc(OC)c(OC)cc2C1COc1ccc(C(C)C)cc1 (stereo not drawn) | 5 | 1.3 | 2.9 | -5 | -0.1 | 96 | 110 | 5 | -17 | -5
CC(=O)/C(=C/c1ccc(N(C)C)cc1)C(=O)c1ccccc1 | -8 | 1.4 | 5.7 | -1 | -0.3 | 108 | 106 | 4 | -4 | -4
O=C(Cn1c(=O)sc2ccccc21)NCc1ccco1 | -9 | 1.1 | 0.9 | -5 | 0.1 | 108 | 106 | -20 | -3 | 20
CCN(CC)S(=O)(=O)c1ccc(N2CCOCC2)c(NC(=O)c2cnccn2)c1 | -7 | 1.2 | 0.0 | -4 | -0.2 | 106 | 97 | -12 | 5 | 12
O=C(O)CCc1ccc(-c2ccc(F)cc2)n1CC1CCCO1 (stereo not drawn) | -1 | 1 | 3.6 | -8 | -0.5 | 101 | 98 | -15 | 6 | 15
CC(=O)Nc1c(C(=O)C2CC2)oc2ccccc12 | -1 | 1 | 0.7 | -8 | -0.1 | 101 | 110 | 4 | -8 | -4
CCOc1cc(/C=N/NC(=O)c2c(-c3ccccc3)noc2C)ccc1O | 6 | 1 | 2.8 | -1 | 0.2 | 93 | 94 | -8 | 13 | 8
COc1ccc(OC)c(C2C3=C(N=C4SCC(=O)N42)c2ccccc2CC3)c1 (stereo not drawn) | 1 | 0.97 | 2.5 | -2 | -0.4 | 99 | 103 | -4 | -1 | 4
Cc1nnc(NC(=O)CCC(=O)NCc2ccco2)s1 | 4 | 1.1 | -1.4 | -4 | -0.2 | 96 | 95 | -5 | 13 | 5
O=c1c2ccccc2c(C=Nc2cccc(S(=O)(=O)NCc3ccco3)c2)c(O)n1-c1ccc(Cl)cn1 | -1 | 0.5 | 8.6* | -3 | -0.4 | 101 | 103 | -13 | -8 | 13
Cn1c(Cc2ccccc2)nnc1SCC(=O)N1CCCCC1 | -7 | 1 | 1.2 | -6 | -0.1 | 106 | 100 | 4 | 4 | -5
c1ccc(Cn2nnc3c(NCc4ccc5c(c4)OCO5)nc(C4CC4)nc32)cc1 | -4 | 1.2 | 0.7 | -4 | 0.9 | 104 | 97 | 9 | 9 | -9
N#C/C(=C\N1CCOCC1)c1ccccc1 | 9 | 1.4 | -0.2 | -2 | -0.2 | 91 | 104 | -11 | -3 | 11

In another format: results already given.
structure	STAT1 blocker	NF-kB expr up	RAM inhibit	FLuc inh counter	Hsp70 act	STAT1 act	STAT3 activator	APP transl inh	STAT3 blocker	APP 5'UTR act
COc1ccc(-n2nnnc2SCC(=O)c2ccc(O)c(O)c2)cc1	-5	1.4	3.4	-7	0.3	104	102	-2	2	2
O=C(Nc1ccn(Cc2ccccc2)n1)c1n[nH]c([N+](=O)[O-])c1Cl	-24	3.8*	4.0	83*	-0.5	121	57	-129	54*	129

New compounds follow:
SMILES | STAT1 blocker | NF-kB expr up | RAM inhibit | FLuc inh counter | Hsp70 act | STAT1 act | STAT3 activator | APP transl inh | STAT3 blocker | APP 5'UTR act
O=[N+]([O-])c1ccccc1CNC1CCCc2ccccc21 (stereo not drawn) | -1 | 0.93 | -0.5 | -6 | 0.1 | 100 | 92 | -14 | 20 | 14
Cc1nn(C)c(C(=O)Nc2ccc(Br)cc2F)c1Br | -14 | 1.4 | 1.4 | -5 | 0.2 | 113 | 113 | -9 | -5 | 9
O=C(c1cc2ccccc2oc1=O)N1CCSC1c1ccco1 (stereo not drawn) | -3 | 0.94 | 2.8 | 3 | -0.2 | 103 | 101 | -12 | 3 | 11
Cc1cc(C)cc(NC(=S)NN)c1 | 0 | 1.3 | 2.1 | -7 | -0.2 | 99 | 103 | -10 | -1 | 10
O=C(CSc1ccccc1)Nc1ccccc1C(=O)O | -2 | 1.3 | 1.1 | 7 | -0.3 | 102 | 102 | -5 | -4 | 5
CC(C)(C)c1nc(SCC(=O)Nc2ccc(N3CCOCC3)cc2)c2ccccc2n1 | -6 | 1.1 | 2.8 | -5 | -0.3 | 106 | 103 | 0 | 1 | 0
Cc1cccc(CN2CCC(C(N)=O)CC2)c1 | 0 | 1.2 | 2.1 | -2 | -0.3 | 100 | 101 | 3 | 5 | -3
CCCCC(CCC(=O)O)(C(=O)OCC)c1csc(Nc2ccc(C)cc2)n1 (stereo not drawn) | -5 | 0.99 | 3.8 | -6 | 0.0 | 103 | 105 | -6 | -4 | 6
Cc1cccc(-n2nc3c([n+]2[O-])CCc2nonc2-3)c1C | 4 | 1.1 | 0.1 | -7 | 0.0 | 97 | 104 | 4 | -5 | -4
CCC1(c2ccc(Cl)cc2)NC(=S)N(c2ccccc2)N1 (stereo not drawn) | -12 | 1.3 | 1.8 | -2 | -0.4 | 111 | 101 | 2 | 2 | -2
COc1ccc(N(CC(=O)N/N=C/c2cccs2)S(=O)(=O)c2ccc(OC)c(OC)c2)cc1 | -11 | 0.51 | 4.4 | -6 | -0.3 | 110 | 99 | -4 | 6 | 4
CCOC(=O)CC(=O)CSc1nc(-c2cccnc2)ccc1C#N | 2 | 1.1 | 2.3 | -2 | -0.4 | 98 | 89 | 0 | 17 | 0
Cc1cccc(CCNC(=O)CCNC(=O)Cn2ccc3ccccc3c2=O)c1 | 3 | 1.3 | 2.5 | -4 | -0.1 | 98 | 97 | -2 | 2 | 2
Cc1cccc2sc(NC(=O)C3CCCN(S(=O)(=O)c4cccc5nonc45)C3)nc12 (stereo not drawn) | -6 | 0.94 | 2.8 | -7 | -0.2 | 106 | 105 | 20 | 0 | -20
COc1ccc(Br)cc1S(=O)(=O)NCCCN1CCOCC1 | 5 | 0.9 | 2.5 | -7 | 0.0 | 95 | 95 | 12 | 12 | -12
O=C1CSC(c2ccc(Cl)cc2)N1 (stereo not drawn) | -2 | 1.3 | -0.3 | 3 | -0.1 | 102 | 103 | -1 | 2 | 1
Cc1cc(C)nc(NC(=O)c2cccc([N+](=O)[O-])c2)c1 | 10 | 1.1 | 1.6 | 0 | 0.8 | 91 | 91 | -21 | 14 | 21
Cc1c(C(=O)c2ccc(Cl)c(Cl)c2)cnc2cc3c(cc12)OCO3 | 5 | 0.86 | 0.0 | -8 | 0.0 | 94 | 93 | 7 | 10 | -7
CC(C)c1ccc(NC(=S)NN2CCN(C)CC2)cc1 | 5 | / | 0.3 | -4 | -0.3 | 96 | 88 | -11 | 19 | 11
COc1ccc(C(=O)NCC(c2cccnc2)N2CCN(c3ccc(F)cc3)CC2)cc1OC (stereo not drawn) | -5 | 0.5 | 0.2 | -3 | -0.1 | 105 | 94 | 16 | 12 | -16
O=C(c1ccco1)N1CCN(S(=O)(=O)c2ccccc2[N+](=O)[O-])CC1 | -3 | 1.1 | -0.5 | -3 | 0.1 | 100 | 99 | 5 | 6 | -5
CC1(C)NC(=O)N(CC(=O)OCC(=O)Nc2cc(S(=O)(=O)N3CCCCC3)ccc2Cl)C1=O | -2 | 0.96 | 1.7 | -5 | -0.1 | 102 | 103 | -4 | -4 | 4
COC(=O)CNC(=O)COC(=O)c1cc(F)c(F)cc1Cl | -1 | 1.1 | 0.1 | 0 | -0.2 | 101 | 106 | 4 | -4 | -4
COc1ccc(/C=C\c2onc(C)c2S(=O)(=O)N2CCC(C(=O)NCCC(C)C)CC2)cc1 | 3 | 1 | 1.6 | -8 | -0.3 | 97 | 98 | 6 | 11 | -6
N#CCSc1nc2c(c(C3CC=CCC3)c1C#N)CCC2 (stereo not drawn) | 7 | 1.3 | 3.8 | -5 | -0.2 | 93 | 96 | 9 | 5 | -9
Cn1c2c(c(=O)n(C)c1=O)C(c1ccccc1Cl)CC(=O)N2 (stereo not drawn) | -3 | 1.5 | 1.7 | -6 | 0.1 | 102 | 99 | 9 | 10 | -9
Cc1cccc(NC(=S)N/N=C2/CCCCc3ccccc32)c1 | 11 | 1.2 | 4.4 | -2 | -0.1 | 90 | 105 | -7 | -7 | 7

Seven entries already listed, arranged by the value under Hsp70 act, largest number first:
| molecule | Hsp70 act |
| --- | --- |
| Cc1cc(C)nc(NC(=O)c2cccc([N+](=O)[O-])c2)c1 | 0.8 |
| COc1ccc(-n2nnnc2SCC(=O)c2ccc(O)c(O)c2)cc1 | 0.3 |
| O=C(c1ccco1)N(Cc1cc2ccccc2[nH]c1=O)C1CCCCC1 | 0.0 |
| CC(=O)Nc1c(C(=O)C2CC2)oc2ccccc12 | -0.1 |
| N#CCSc1nc2c(c(C3CC=CCC3)c1C#N)CCC2 (stereo not drawn) | -0.2 |
| CCC1(c2ccc(Cl)cc2)NC(=S)N(c2ccccc2)N1 (stereo not drawn) | -0.4 |
| O=C(O)CCc1ccc(-c2ccc(F)cc2)n1CC1CCCO1 (stereo not drawn) | -0.5 |
